bCat nuc transl – modulators of beta-catenin nuclear translocation, primary screen, imaging, HeLa cells, immunofluorescence, high-content; nuclear translocation activity, % at 5 µM; 190,000 compounds, 0.3% hits;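 active = nuclear translocation activity above 50% at 5 µM, with a well cell count of 50 or more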;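 also: per-cell ratio of nuclear to cytoplasmic median beta-catenin stain intensity; plate controls were DMSO negative control for no effect and GSK-3 inhibitor IX positive control for full effect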
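test system = HeLa cells, endogenous beta-catenin | dosing = single 5 µM dose plus 0.02–20 µM confirmation series | times = compound treatment 24 h, 37°C, 5% CO2 | technique = beta-catenin immunofluorescence imaging with DAPI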
K1F lysis inhibition – inhibition of K1F phage lysis, E. coli UTI89, bacterial capsule biogenesis inhibitors, alamar blue (AID 488966); E. coli UTI89 K1F phage lysis, alamar blue, 2 h; higher % means a stronger effect; inhibition, % at 100 µM, or IC50 in µM where a hit was titrated; 340,000 compounds, 0.02% hits;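 active = phage lysis inhibition, versus mean bacterial control, above a set limit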;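 also: capsule biogenesis inhibitors block K1F phage lysis so surviving cells raise fluorescence; higher fluorescence means more inhibition of phage lysis; actives were called in the ten point dose series up to 300 µM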
Insulin prom up – insulin promoter activators in MIN6 cells, imaging, high-content screening, mouse beta cells; MIN6 insulin promoter-GFP reporter; hits give high values; z-score at 5 µM; 190,000 compounds, 0.3% hits; AID 1625, 2009;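 active = z-score above 3 at 5 µM with at least 500 cells counted in the well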
Autophagy HCS – autophagy modulators in MEF cells, primary screen, imaging, high-content, MEF GFP-LC3. 190,000 compounds, 0.98% hits. calls only at 10 µM (by protocol). MEF GFP-LC3 puncta imaging; test concentration mostly 10 µM;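 active = percentage of spot-positive cells more than 3 SD above its plate mean, without a fluorescence outlier flag or 80% toxicity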;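 also: spot-positive cell cutoff set from DMSO-treated cells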
P. falciparum M1AAP – P. falciparum M1AAP inhibitors, biochemical, fluorogenic H-Leu-NHMec substrate, 1536-well (AID 1445). Aminopeptidase N (Plasmodium falciparum (isolate 3D7)). recombinant M1AAP, H-Leu-NHMec fluorogenic kinetic assay; higher % means a stronger effect. inhibition, % at 30 µM; hits with a dose series show IC50 in µM. 220,000 compounds, 0.42% hits;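 active = primary inhibition above the hit cutoff, then over 50% inhibition at one or more dose response concentrations, cut at about 23% in these data, passing the limit was not always enough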;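 also: plate controls were DMSO full reaction for no effect and no enzyme background for full effect; strong numbers were not always called active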
M17LAP inhibition – P. falciparum M17LAP inhibitors, primary screen, biochemical, fluorogenic H-Leu-NHMec substrate, 1536-well (AID 1619); Leucine aminopeptidase (Plasmodium falciparum (isolate 3D7)); recombinant M17LAP, H-Leu-NHMec fluorogenic kinetic assay; higher % means a stronger effect; inhibition, % at 30 µM; hits with a dose series show IC50 in µM; 220,000 compounds, 0.38% hits;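 active = compound inhibiting the enzyme by more than half at any dose during confirmatory dose-response retesting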;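 also: plate controls were full reaction with DMSO carrier for no effect and no enzyme background for full effect; strong numbers were not always called active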
MT stabilize HCS – microtubule stabilizers in HeLa cells, primary screen, imaging, high-content imaging. % tubulin-high responders, % at 10 µM. HeLa tubulin immunostaining HCS, 24 h; share of cells brighter than vehicle mean+2SD. AID 2205, 2009. 200,000 compounds, 0.83% hits;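 active = plate Z-score above 3 for both tubulin-high and condensed-nucleus cell shares, with cell loss under 80%, at 10 µM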;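 also: anti alpha tubulin signal scored within the nucleus-defined area of each cell; some results filed as inactive read as strong as hits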
CSM14.1 death rescue – rescue of cells from ER stress-induced death, primary screen, 384-well, CSM14.1, thapsigargin, ATP luminescence (AID 1222). CSM14.1 thapsigargin-induced death rescue, ATP luminescence; higher % means a stronger effect. cellular ATP content (survival), % at 20 µM; hits with a dose series show EC50 in µM. 190,000 tested, under 10 active;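 active = EC50 below 50 µM in the dose-response confirmation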;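 also: death triggered by thapsigargin at about 15 µM added after 2 h compound pretreatment; cell ATP read after overnight thapsigargin exposure of roughly 18 to 22 hours; normalized against plate controls of thapsigargin alone and 5% DMSO vehicle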
Dynein cargo inh – inhibitors of GR-EGFP nuclear translocation, primary screen, dynein cargo transport inhibitor project, imaging, high-content, 3617.4 mouse cells | test concentration mostly 20 µM; stimulated with dexamethasone, 1 µM; hits give low values | z-score, hits read low | 220,000 compounds, 0.47% hits;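 active = plate z-score of nuclear minus cytoplasmic receptor signal below a set negative limit, without overly bright fluorescence or cell loss, cut at about -3.5 in these data, passing the limit was not always enough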;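 also: z-score of nuclear minus cytoplasmic ring GR-EGFP intensity difference per well; some compounds called inactive have numbers as strong as hits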
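medium = tetracycline-free induction medium containing charcoal-stripped FBS | also added = 1.0 µM final dexamethasone stimulus | schedule = 48 h induction, 1 h compound, 30 min dex at 37 °C | technique = fixed, Hoechst-stained cells imaged at 10x for EGFP | measure = GR-EGFP nuclear translocation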
Dynein cargo inh cytoplasmic EGFP – recorded beside Dynein cargo inh, whose call it bears; z-score; measured here: cytoplasmic GR-EGFP intensity; hits give high values
Dynein cargo inh nuclear GR-EGFP – also measured in Dynein cargo inh; calls as there; z-score; measured here: nuclear GR-EGFP intensity;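 lower value marks the stronger effect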
Dynein cargo inh cell count – second read-out of Dynein cargo inh, no call of its own (marks repeat the call); z-score; measured here: cell count per field
Insulin prom up cell count – further read-out of Insulin prom up, marked with its call; cell count; measured here: cytotoxicity, nuclei count;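 total cells summed across four imaged fields per well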
bCat nuc transl cell count 5 µM – further read-out of bCat nuc transl, marked with its call; cell count; measured here: cell count, cytotoxicity flag
MT stabilize HCS Hoechst-high % – further read-out of MT stabilize HCS, marked with its call; % Hoechst-high responders; measured here: nuclear condensation Hoechst responders;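 share of cells brighter than vehicle mean plus two SD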
MT stabilize HCS cytotoxicity % – second read-out of MT stabilize HCS, no call of its own (marks repeat the call); toxicity, %; measured here: cytotoxicity by cell density;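 0% = mean cell density of plate MIN control wells and 100% = no cells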
Autophagy HCS cell loss 18 h – recorded beside Autophagy HCS, whose call it bears; toxicity, %; measured here: cell loss, nuclei count;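 cell loss after 18 h compound exposure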
* = called active by the depositor; i = inactive; . = not tested or not shown; + = active, no number; [ ] = remark or other dose.

SMILES	bCat nuc transl	bCat nuc transl cell count 5 µM	K1F lysis inhibition	Insulin prom up	Insulin prom up cell count	Autophagy HCS	Autophagy HCS cell loss 18 h	P. falciparum M1AAP	M17LAP inhibition	MT stabilize HCS	MT stabilize HCS Hoechst-high %	MT stabilize HCS cytotoxicity %	CSM14.1 death rescue	Dynein cargo inh	Dynein cargo inh cytoplasmic EGFP	Dynein cargo inh nuclear GR-EGFP	Dynein cargo inh cell count
CCC(C)NC(=O)COc1ccccc1[N+](=O)[O-] (stereo unspecified)	-0.9	1027	2.6%	-0.05	1560	i	-6	7%	-1%	4.6	3.1	4.8	3.9%	-0.36	0.42	0.2	-0.78
CN(C)c1nc(N(C)C)nc(N(C#N)CN2C(=O)c3ccccc3S2(=O)=O)n1	1.0	985	0.3%	-0.24	1127	i	17	2%	5%	3.5	1.8	3.4	-0.6%	0.3	-0.28	-0.47	0.74
COc1cccc(N2CCN(C(=O)Nc3ccccc3Cl)CC2)c1	-6.4	1048	0.1%	-0.78	1686	i	-3	0%	-8%	3.9	2.4	4.5	1.7%	0.18	-0.28	0.37	-0.16
FC(F)(F)c1cccc(NC(=S)NCc2ccc(Cl)cc2)c1	.	.	0.5%	0.01	1280	i	-7	-4%	-13%	1.4	1.7	4.4	-1.1%	0.75	-0.33	-0.067	0.14
O=C(O)CSc1nnc(-c2cccc(S(=O)(=O)N3CCCCC3)c2)o1	-1.5	985	-0.3%	0.16	1099	i	1	-2%	-1%	3.5	3.7	5.7	-1.1%	2	-0.35	1.6	-0.91
Cc1nonc1OCCNCc1c(C(=O)N2CCCCCCC2)nc2ccc(Cl)cn12	-1.5	1004	0.0%	-0.29	1495	i	13	5%	-5%	3.5	2.1	4.9	3.5%	-0.82	-0.27	-0.3	1.1
CCn1nc(C)c(/C=N/NC(=O)c2ccc3c(c2)c(C)c(C)n3Cc2ccccc2)c1C	-6.2	1156	2.8%	.	.	i	-17	10%	3%	2.4	2.1	7.3	5.1%	0.7	-0.18	1	0.59
COCCCNc1nc2nonc2nc1N1C[C@H]2CC[C@H]1C2	1.5	1019	0.4%	2.3	1620	i	-32	1%	6%	1.7	1.1	3.2	0.6%	0.11	-0.29	-0.0074	0.43
CCOc1ccccc1OCc1nn2c(-c3ccc(C)cc3)nnc2s1	-1.1	1072	0.1%	0.07	1308	i	12	1%	8%	2.2	4.2	4.3	2.3%	0.062	-0.25	0.25	0.42
Cc1ccc(NC(=S)NNC(=O)c2nn(C)c(C)c2Cl)cc1	.	.	8.0%	.	.	i	-4	-10%	-6%	2.3	0.7	2.3	-1.5%	-0.18	-0.2	-0.39	0.08
CCOC(=O)c1ccc(N2CN(CC)CNC2=S)cc1	7.4	993	1.4%[50 µM]	-0.1	1377	i	12	4%	-5%	1.8	2.5	2.4	-1.6%	-0.078	-0.27	-0.073	0.85
C[N+](C)(C)CC/C=C1/c2ccccc2CSc2ccccc21	1.1	1070	2.8%	-0.07	1210	i	-5	14%	-1%	2.0	2.1	7.0	0.6%	-0.51	-0.22	-0.035	-0.46
COC(=O)c1ccc(NC(=S)Nc2ccc(O)cc2)cc1	1.7	1536	0.0%	0.01	1410	i	29	2%	3%	6.3	2.2	3.0	-0.7%	0.54	-0.095	0.57	-0.67
C/C(Nc1ccccc1C(F)(F)F)=C1/CCOC1=O	1.6	1001	0.5%	0.95	1149	i	4	-2%	-7%	6.7	1.4	4.5	-1.3%	-0.27	-0.34	0.11	0.53
CC(=O)c1ccc(NC(=O)CN2CCC(NC(=O)C3CCCCC3)CC2)cc1	1.5	1516	0.2%	0.49	1440	i	3	9%	11%	2.5	1.5	11	0.6%	-0.8	-0.36	-0.53	1.7
Cc1ccc(S(=O)(=O)N2CCN(C(C(=O)Nc3ccc(F)cc3)c3ccccc3)CC2)cc1 (stereo unspecified)	2.9	1086	3.9%	-0.36	1354	i	3	-8%	2%	7.4	1.4	7.2	3.5%	0.14	-0.21	0.17	-0.28
CN(C(=O)c1ccc2c(Cl)c3c(nc2c1)CCC3)c1ccccc1	2.8	464	0.9%	-1.5	1193	i	8	-2%	8%	2.4	1.1	6.6	2.7%	-0.95	0.23	0.1	-0.72
COC(=O)c1ccc(S(=O)(=O)N2CCC(c3nc4ccccc4o3)CC2)cc1	.	.	2.1%	-0.3	1028	i	-14	12%	-9%	1.7	1.3	5.7	-1.1%	-0.46	-0.3	-0.11	0.98
CCN(CC)c1ccc(NC(=O)COC(=O)c2ccc3ccccc3n2)cc1	-1.6	1063	-0.3%	0.7	887	i	11	4%	11%	2.2	1.3	6.9	-3.4%	-0.69	-0.21	-0.36	2.1
O=C(Nc1ccccc1)Nc1ccno1	-2.9	997	5.7%	.	.	.	.	-2%	-10%	.	.	.	.	1.8	-0.16	0.69	-1.4
CC(=O)c1cccc(NC(=O)C2CCN(S(=O)(=O)c3c(C)n[nH]c3C)CC2)c1	-0.1	1413	4.0%	1.3	1482	i	-18	6%	1%	2.3	2.3	16	-0.1%	0.27	0.66	0.29	-0.14
COC(=O)c1ccc(NC(=O)Nc2ccc(C)cc2)cc1	-2.8	1149	0.2%	0.05	905	i	-1	-2%	9%	2.1	2.4	8.8	-2.0%	-0.42	-0.27	-0.27	0.69
CCOC(=O)CSc1nc(C)c2cc(C)c(C)cc2n1	0.3	1038	-0.4%	0.05	1456	i	3	.	.	0.6	0.5	1.5	-0.4%	-0.64	-0.23	0.057	0.2
CCCC(=O)Nc1ccc(-c2ccc(NC(=O)CCC)cc2)cc1	0.6	1113	3.9%	0.32	1504	i	-2	1%	-9%	6.7	2.4	8.2	-2.2%	0.41	-0.29	0.48	-0.35
CCCCCCCC(=O)NN1CCOCC1	.	.	0.0%	.	.	i	1	1%	21%	4.1	2.6	7.5	2.3%	-1.1	-0.22	-1	0.15
CCOc1ccc(Cl)cc1/C=N/NC(=O)CNC(=O)c1ccccc1	-3.4	563	1.3%[50 µM]	0.82	1442	i	4	8%	1%	2.2	2.6	12	4.0%	-0.72	-0.2	-0.58	0.51
CC(/C=N/n1c(-c2cc(C)[nH]n2)n[nH]c1=S)=C\c1ccccc1	1.1	926	-8.7%	.	.	i	23	-5%	8%	3.7	2.8	7.2	-1.8%	-0.25	0.083	-0.29	-0.49
Cc1ccc2cc(-c3noc(C(C)(C)C)n3)c(=O)[nH]c2c1	-2.2	852	0.2%	-0.55	1191	i	6	16%	-8%	3.4	2.8	12	-1.9%	-0.35	-0.32	-0.28	-0.081
CCN1CCN(C(=O)C2c3cc(OC)c(OC)cc3C(=O)N3CCc4ccccc4C23)CC1 (stereo unspecified)	-0.6	1411	-0.5%	-0.6	1590	i	20	-2%	-6%	3.9	1.5	7.0	-1.1%	1.8	-0.077	0.54	-1.2
COc1ccc([N+](=O)[O-])cc1/C=N/NC(=O)/C(=C\c1cccs1)NC(=O)c1ccccc1	.	.	0.4%	.	.	i	-29	4%	-9%	2.1	2.6	6.6	-1.2%	-0.91	-0.031	-0.86	1.9
Cc1onc(-c2ccccc2)c1NC(=O)N(CCC#N)Cc1ccccc1	1.5	1130	.	-0.29	1440	.	.	3%	-3%	.	.	.	.	-0.46	-0.14	-0.44	0.6
Cc1c(C(=O)OC2CCCC2)[nH]c2c1C(=O)CC(c1ccco1)C2 (stereo unspecified)	132*	354*	4.7%	1.1	1388	+	49*	26%*	-3%	9.6	41	52	-1.7%	-0.72	-0.2	-0.28	0.63
Cc1ccc(NC(=O)Nc2ccc(C(=O)N3CCOCC3)cc2)cc1	2.6	975	0.0%	0.45	852	i	4	2%	41%	1.5	1.5	8.0	-0.6%	-0.1	0.21	0.3	-0.082
Cc1cc(C)cc(NC(=S)N2CCN(c3ccc(F)cc3)CC2)c1	-1.5	912	1.1%	-0.5	1346	i	-1	6%	-1%	2.0	2.1	4.3	-6.5%	-0.11	-0.27	0.062	0.85
Cc1ccc(-n2c(=O)cc(N3CCc4ccccc4C3)[nH]c2=O)cc1	3.8	1028	0.1%	0.49	1199	i	-12	3%	1%	2.7	2.4	1.8	-1.7%	-0.64	0.006	-0.63	0.55
COc1ccc(Cl)cc1C(=O)NC(=S)Nc1cc(-c2nc3ccccc3[nH]2)ccc1C	-1.2	1196	0.8%	.	.	i	31	13%	0%	3.1	0.8	10	-1.9%	1.9	-0.2	0.44	-0.44

Assay outcomes deposited in PubChem BioAssay by several laboratories.

The order is random; any-hit rate near 2.9%.
